FXN GAA850 act = FXN promoter activators, primary screen, cell-based, luciferase luminescence, HEK293 lucGAA850; activation, % at 6 µM; HEK293 lucGAA850 FXN promoter luciferase reporter, 24 h; percent of 10 µM SAHA response; 360,000 compounds, 0.56% hits; AID 540364, 2011;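 active means activation above the average of all compounds screened plus 3 SD, cutoff fixed separately per campaign, cut at about 7.5% in these data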;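 further: 0% = DMSO wells and 100% = 10 µM SAHA wells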
DAX1 inh-1 = DAX1 (NR0B1) inhibitors on StAR promoter, primary screen, cell-based, luminescence, SF-1 (NR5A1), full-length DAX-1. HEK293T StAR-luciferase reporter, SF-1/DAX-1 repression relief. inhibition, % at 6.8 µM. 370,000 compounds, 1.1% hits. AID 652010, 2013;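 active means inhibition above the mean over all tested compounds plus 3 SD, cut at about 3.6% in these data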;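 further: 0% = DAX-1 cells with DMSO and 100% = cells lacking DAX-1 with DMSO; higher inhibition means more luminescence from relief of DAX-1 repression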
hgDAF12 agonist = H. glycines DAF-12 receptor agonists, primary screen, cell-based, luminescence, HEK293, GAL4 fusion, UAS-luciferase; HEK293 GAL4-hgDAF12 UAS-luciferase reporter, agonist luminescence; normalized to butyrate control; activation, % at 6.8 µM; AID 687014, 2013; 370,000 compounds, 1.8% hits; Nuclear hormone receptor DAF-12 (Heterodera glycines), GAL4 fusion;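 active means activation above a cutoff set at the mean of all screened compounds plus 3 SD, cut at about 10% in these data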;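 further: 0% = DMSO wells and 100% = sodium butyrate wells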
SMARCA2 activ = SMARCA2 (BRM) function activators, primary screen, cell-based, luminescence, high throughput | MG213 cells, MMTV-luciferase reporter, dexamethasone, overnight | activation, % at 9.1 µM | 370,000 compounds, 1% hits | AID 652017, 2013; in the data active means activation above about 7.8%;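 further: 0% = vehicle wells and 100% = reference activator wells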
PLCb3 inh = human PLC-beta3 inhibitors, primary screen, biochemical, fluorescence; 370,000 compounds, 0.18% hits; Purified PLC-beta3, fluorogenic substrate; 1-phosphatidylinositol 4,5-bisphosphate phosphodiesterase beta-3 (Homo sapiens), Q01970; inhibition, % at 12.2 µM; in the data active means inhibition above about 11%;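 further: 0% = median of compound wells on plate and 100% = full blocker control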
DAX1 inh-2 = DAX1 (NR0B1) inhibitors, primary screen, cell-based, HEK293, Gal4-DAX1, luciferase luminescence; HEK293 Gal4-DAX1 luciferase reporter; Nuclear receptor subfamily 0 group B member 1 (Homo sapiens), P51843; 340,000 compounds, 0.99% hits; inhibition, % at 6.75 µM; AID 504766, 2011;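 active means inhibition above the mean over all tested compounds plus 3 SD, cut at about 4.2% in these data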;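 further: 0% = DAX1-transfected cells with DMSO and 100% = empty-vector control cells with DMSO; inhibition shows as a rise in luminescence from relieved DAX1 repression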
hcDAF-12 act = H. contortus DAF-12 nuclear receptor activators, primary screen, cell-based, luminescence, HEK293, lit1-tk-luc reporter | 370,000 compounds, 1.4% hits | HEK293 hcDAF-12 lit1-tk-luc reporter; 0% DMSO, 100% Δ7-dafachronic acid | AID 652067, 2013 | activation, % at 6.8 µM;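 active means activation above the mean of all tested compounds plus 3 SD, cut at about 5.5% in these data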;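 further: 100% = response to 3 µM Δ7-dafachronic acid high control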
NR1D1 modulator = modulators of Rev-erb alpha DNA binding, primary screen, biochemical, FITC-DNA, fluorescence polarization, uHTS; Rev-erbα–FITC-DNA binding, 90 min; activity, % at 10 µM; 370,000 compounds, 0.79% hits; AID 1259318, 2017;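 active means activity above about 14%, limit read from the data; passing the limit was not always enough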;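 further: 0% = DMSO wells with 35 nM protein and 100% = DMSO wells with 750 nM protein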
Target sequence (P20393 whole entry, looked up): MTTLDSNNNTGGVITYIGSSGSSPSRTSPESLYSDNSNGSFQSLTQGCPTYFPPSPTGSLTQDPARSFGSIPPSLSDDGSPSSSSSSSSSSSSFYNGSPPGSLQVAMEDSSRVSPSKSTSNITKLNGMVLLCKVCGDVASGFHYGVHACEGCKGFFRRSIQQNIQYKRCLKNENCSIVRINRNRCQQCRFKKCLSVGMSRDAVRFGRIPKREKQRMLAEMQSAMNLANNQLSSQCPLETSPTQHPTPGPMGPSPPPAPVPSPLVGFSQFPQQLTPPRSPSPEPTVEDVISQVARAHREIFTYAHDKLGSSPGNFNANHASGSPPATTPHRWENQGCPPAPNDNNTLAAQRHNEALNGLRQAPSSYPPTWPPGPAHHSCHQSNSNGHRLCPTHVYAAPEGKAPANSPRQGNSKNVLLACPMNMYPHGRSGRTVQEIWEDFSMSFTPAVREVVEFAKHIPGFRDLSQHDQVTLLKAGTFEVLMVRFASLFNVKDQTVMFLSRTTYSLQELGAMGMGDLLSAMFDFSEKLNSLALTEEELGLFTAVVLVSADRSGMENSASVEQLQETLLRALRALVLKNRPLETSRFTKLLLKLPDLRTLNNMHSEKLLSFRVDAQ
PG9 Ab binder = binders of HIV-1 gp120 antibody PG9, primary screen, biochemical, TR-FRET | inhibition, % at 6.7 µM | 360,000 compounds, 0.43% hits | TR-FRET gp120-PG9 antibody binding; in the data active means inhibition above about 8.5%
sPLA2-III inh = human group III sPLA2 inhibitors, primary screen, biochemical, QFRET, BODIPY PC-A2 liposome substrate. 370,000 compounds, 0.56% hits. inhibition, % at 12.2 µM. Group 3 secretory phospholipase A2 (Homo sapiens), Q9NZ20. AID 743126, 2013. QFRET BODIPY PC-A2 liposome hydrolysis, fluorescence;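 active means inhibition above mean plus 3 SD of compounds lying within the high and low control bounds, cut at about 19% in these data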;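 further: 0% = median of test compound wells and 100% = no enzyme DMSO wells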
Target sequence (Q9NZ20 whole entry, looked up): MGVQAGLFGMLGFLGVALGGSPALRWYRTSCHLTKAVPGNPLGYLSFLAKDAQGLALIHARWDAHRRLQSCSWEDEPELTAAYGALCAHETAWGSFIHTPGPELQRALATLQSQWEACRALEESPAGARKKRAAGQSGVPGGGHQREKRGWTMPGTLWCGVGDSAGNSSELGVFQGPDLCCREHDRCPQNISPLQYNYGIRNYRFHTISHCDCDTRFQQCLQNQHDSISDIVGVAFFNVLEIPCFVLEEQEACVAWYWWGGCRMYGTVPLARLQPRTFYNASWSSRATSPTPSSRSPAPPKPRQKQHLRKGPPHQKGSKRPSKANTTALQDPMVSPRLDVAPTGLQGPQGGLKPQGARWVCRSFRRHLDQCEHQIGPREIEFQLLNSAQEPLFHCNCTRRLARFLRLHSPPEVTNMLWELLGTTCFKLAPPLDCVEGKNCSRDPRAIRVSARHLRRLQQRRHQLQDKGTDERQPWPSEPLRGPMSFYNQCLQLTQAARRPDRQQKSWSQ
ssDAF12 agonist = S. stercoralis DAF-12 nuclear receptor activators, primary screen, cell-based, luminescence, HEK293, GRIP1 co-expression, lit1-tk-luc. AID 652126, 2013. activation, % at 6.8 µM. Nuclear hormone receptor DAF-12 (Strongyloides stercoralis). HEK293 ssDAF-12/GRIP1 lit1-tk-luc reporter; % of 3 µM dafachronic acid response. 370,000 compounds, 1% hits;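 active means activation above the mean over all tested compounds plus 3 SD, cut at about 0.9% in these data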;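 further: 0% = DMSO-only wells and 100% = 3 µM delta7-dafachronic acid wells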
An asterisk follows results filed as active; i = inactive; . = not tested or not shown.

SMILES | FXN GAA850 act | DAX1 inh-1 | hgDAF12 agonist | SMARCA2 activ | PLCb3 inh | DAX1 inh-2 | hcDAF-12 act | NR1D1 modulator | PG9 Ab binder | sPLA2-III inh | ssDAF12 agonist
CC1(c2ccccc2Cl)NC(=O)N(CC(=O)N2CCN(S(=O)(=O)c3ccccc3)CC2)C1=O (stereo unspecified) | 0.8 | -0.7 | 1.1 | -1 | -3 | -1.4 | -1.5 | -3 | -0.5 | -11 | -0.5
Cc1cccc(-n2c(C)cc(C=C3C(=O)c4ccccc4C3=O)c2C)c1 | -1.5 | -0.2 | 0.2 | -1 | -14 | 0.1 | 0.6 | -4 | -0.5 | -2 | -1.2
Cc1[nH]c(C(=O)N/N=C/c2ccc(N(C)C)cc2)c(C)c1C(=O)N/N=C/c1ccc(N(C)C)cc1 | -2.2 | -2.1 | -2.2 | -4 | -280 | -2.9 | -2.0 | 1 | -9.1 | 3 | -1.9
CN1CCN(C(=O)c2cccc(-c3ccc4nccn4c3)c2)CC1 | 1.8 | 0.6 | 1.2 | -5 | 0 | . | 1.3 | -7 | 1.9 | -4 | -1.2
CCn1ncc(Br)c1C(=O)Nc1cc(C)on1 | 0.5 | 1.6 | -2.1 | -3 | -7 | 0.0 | 0.2 | 2 | -2.1 | 5 | -0.8
CCN[C@H]1CN(CCCOC)S(=O)(=O)c2sc(S(N)(=O)=O)cc21 | 2.0 | -0.7 | -1.0 | 2 | 7 | -0.7 | -0.7 | -6 | -1.2 | -4 | -0.9
CC1(C(=O)Nc2ccccc2)CCN1C(=O)CCc1ccc(Cl)cc1Cl (stereo unspecified) | 0.4 | -0.8 | -1.6 | -2 | -6 | . | -1.8 | -2 | -3.0 | 2 | -1.7
CCOC(=O)C1=NN(N=O)C2(CC(=O)N(c3cc(C)cc(C)c3)C2=O)C1 (stereo unspecified) | 3.1 | 1.0 | -2.1 | -1 | -19 | 0.9 | -0.6 | 2 | 3.5 | -15 | -2.0
COc1cccc(C(=O)NNS(=O)(=O)c2ccc(C)cc2)c1 | -1.9 | -0.7 | -0.3 | -1 | -5 | 0.8 | -1.7 | 4 | -0.7 | 1 | -0.7
COC(=O)c1ccc(NC(=O)CCN2C(=O)C3CC=CCC3C2=O)cc1 (stereo unspecified) | 3.3 | 1.8 | 1.7 | 7 | -5 | 1.0 | -1.6 | 1 | -2.7 | -1 | -0.4
Cc1ccc(N(CC(=O)NC2CCCCC2)C(=O)CNC(=O)c2cccs2)cc1 | 1.5 | 0.2 | -1.1 | -6 | 1 | 0.7 | -2.0 | 1 | -1.9 | 1 | -0.5
Cc1ccc(S(=O)(=O)N2CCN(CC(=O)NC(=O)NCc3ccco3)CC2)cc1C | 3.9 | 0.7 | -3.8 | 0 | -11 | 3.0 | -1.3 | 9 | 0.9 | -11 | -1.6
CC1(C(=O)NS(=O)(=O)c2ccc3c(c2)CCO3)CCN1C(=O)C1(c2ccc(Cl)cc2)CC1 (stereo unspecified) | -1.0 | -1.5 | -1.8 | -5 | -6 | . | -0.2 | -1 | 0.8 | -8 | -1.3
O=C(CSc1nnc(CNC(=O)c2ccco2)o1)Nc1ccccc1 | 0.9 | 0.1 | -1.9 | 0 | 1 | -0.3 | -0.3 | -2 | 0.4 | 2 | -1.8
Cc1cc(C)c2sc(N(CCN(C)C)C(=O)CCS(=O)(=O)c3ccccc3)nc2c1 | -2.3 | 1.9 | 0.1 | 2 | -7 | 0.8 | -0.3 | 15 | 1.6 | 6 | -1.0
Cc1oc2cc3oc(=O)c(CC(=O)N[C@@H](C)C(=O)NC(Cc4ccc(Cl)cc4)C(=O)O)c(C)c3cc2c1C (stereo partly specified) | -0.5 | -0.1 | 1.5 | 2 | -200 | 1.2 | -2.4 | 3 | 3.1 | -10 | -0.9
CC(=O)c1c(NCCc2ccccc2)nc(=S)n(-c2ccccc2)c1C | 3.0 | 0.4 | -4.7 | 3 | 3 | -0.1 | -1.2 | 2 | -2.2 | 1 | -0.3
c1csc(-c2nnsc2-c2nc3ccccc3[nH]2)c1 | 5.7 | 0.1 | 4.0 | 6 | -82 | 0.6 | 2.6 | -1 | 0.1 | -6 | 1.4*
Nc1ccccc1SCCS(=O)(=O)c1ccc(Cl)cc1 | 0.7 | -0.4 | -1.3 | -1 | -8 | -0.5 | -2.5 | 2 | -2.6 | 1 | -1.1
CCOC(=O)C1=C(C)NC(C)=C(C(=O)OCC)C1C(=O)OCC(=O)N(C)Cc1ccccc1 | -0.8 | -0.8 | -1.5 | 0 | -13 | -1.4 | 0.0 | -5 | 0.0 | 0 | -0.2
O=C(c1ccc2oc(Cc3ccc(Cl)cc3)nc2c1)N1CC[C@H](O)C1 | 1.1 | 0.4 | -0.2 | -1 | -4 | 0.3 | -0.9 | -2 | 2.2 | -1 | -0.8
NC(=O)CC(NC(=O)Cc1cccc2ccccc12)c1ccc(NCCN2CCCCC2)c([N+](=O)[O-])c1 (stereo unspecified) | 0.7 | 1.1 | 2.0 | 0 | 2 | 0.2 | -1.8 | 2 | -0.6 | 2 | -0.7
C=CCNc1sc(C(=O)c2cccs2)c(N)c1C#N | 3.4 | -0.9 | -0.2 | 3 | -10 | 0.2 | -1.6 | 1 | -1.0 | -1 | -1.0
Cc1cc(C)nc(N/C(=N\S(=O)(=O)Cc2ccccc2)Nc2ccccc2Br)n1 | 0.3 | 0.5 | 2.6 | -2 | 3 | 4.4* | 1.4 | 7 | -0.8 | 2 | -0.1
CC(C)Oc1ccc(CNC(=O)c2ccc3c(c2)N(C)CCS3)cc1 | 2.9 | 0.4 | -1.3 | 1 | i | -0.5 | 0.7 | 1 | 0.8 | -3 | -1.0
CNc1nc(C)nc(-n2nc(C)cc2C)n1 | 2.2 | 0.0 | 3.0 | -2 | 1 | -1.0 | 0.9 | -5 | 0.6 | 5 | -0.6
Cn1c(=O)c2cc(NC(=O)CCc3cccc(Cl)c3)ccc2n1Cc1cccc(C(F)(F)F)c1 | 0.4 | 0.0 | -1.5 | -2 | -53 | . | -1.6 | -10 | 3.2 | 2 | -1.4
CC(C)C[C@H]1COCCS(=O)(=O)N1Cc1ccc(Cl)c(Cl)c1 | 0.6 | -0.6 | 3.2 | 1 | 1 | 0.5 | -1.4 | 4 | 0.6 | -3 | -1.4
O=C(C(=O)N1CCN(C(=O)OCc2ccccc2)CC1)c1cccs1 | . | 0.2 | -1.4 | -4 | 7 | . | -0.7 | -1 | 0.1 | 3 | -1.1
COCCn1nnnc1C(c1cc2ccc(OC)cc2[nH]c1=O)N1CCc2ccccc2C1 (stereo unspecified) | 2.6 | -0.5 | -0.5 | 1 | -12 | 0.2 | -0.7 | -2 | 0.2 | 0 | -0.8

Reformatted: 3 of the compounds above.
SMILES	FXN GAA850 act	DAX1 inh-1	hgDAF12 agonist	SMARCA2 activ	PLCb3 inh	DAX1 inh-2	hcDAF-12 act	NR1D1 modulator	PG9 Ab binder	sPLA2-III inh	ssDAF12 agonist
O=C(c1ccc2oc(Cc3ccc(Cl)cc3)nc2c1)N1CC[C@H](O)C1	1.1	0.4	-0.2	-1	-4	0.3	-0.9	-2	2.2	-1	-0.8
NC(=O)CC(NC(=O)Cc1cccc2ccccc12)c1ccc(NCCN2CCCCC2)c([N+](=O)[O-])c1 (stereo unspecified)	0.7	1.1	2.0	0	2	0.2	-1.8	2	-0.6	2	-0.7
C=CCNc1sc(C(=O)c2cccs2)c(N)c1C#N	3.4	-0.9	-0.2	3	-10	0.2	-1.6	1	-1.0	-1	-1.0

Other entries.
SMILES | FXN GAA850 act | DAX1 inh-1 | hgDAF12 agonist | SMARCA2 activ | PLCb3 inh | DAX1 inh-2 | hcDAF-12 act | NR1D1 modulator | PG9 Ab binder | sPLA2-III inh | ssDAF12 agonist
O=C(O)CCC(NC(=O)c1cncc(O)c1)C(=O)O (stereo unspecified) | 1.2 | 0.4 | -0.6 | 1 | -10 | 0.2 | -0.4 | 3 | 2.9 | 2 | -1.1
O=C(/C=C/c1ccco1)N(Cc1ccc(F)cc1)C1CCS(=O)(=O)C1 (stereo unspecified) | 1.4 | -0.2 | 0.2 | 0 | 3 | -0.4 | -1.5 | 0 | -2.5 | -9 | -1.7
CCN(CC)C(=O)Cn1cnc2sc(C(=O)N3CCN(c4ccc(OC)cc4)CC3)c(C)c2c1=O | 2.2 | -0.1 | -2.2 | 1 | 4 | 0.2 | 0.0 | -2 | -1.0 | 1 | -1.2
O=C(COc1cc(Cl)ccc1Cl)Nc1nnc(C2CC2)s1 | 0.9 | 1.0 | -0.9 | 3 | 0 | 0.1 | -1.1 | -2 | 0.0 | -5 | -1.4
CCOC(=O)N1CCC(NCCNC(=O)c2ccc(F)cc2)CC1 | 0.1 | -0.4 | 1.3 | 1 | 5 | 2.9 | -1.5 | -4 | 0.7 | 7 | -1.1
O=C(NCCC(=O)N1CCCCC1)c1ccc(Br)cc1 | 0.8 | 1.4 | 1.1 | -1 | -5 | 2.4 | 0.2 | 0 | 0.9 | 9 | -0.6
C[C@H](NC(=O)c1nc[nH]c1C(=O)NCc1ccccc1)C(=O)OC(C)(C)C | 0.3 | 0.4 | -0.7 | 1 | 7 | 0.0 | 0.3 | 11 | -0.1 | -7 | -1.2
CC1(C2CC2)NC(=O)N(CC(=O)NCC(=O)Nc2ccc(F)c(F)c2F)C1=O (stereo unspecified) | -0.4 | -0.2 | -0.4 | -3 | -2 | 1.8 | -2.0 | -11 | 3.1 | 11 | -1.3
Cc1cccc(/N=C/C2=C(O)CC(C)(C)CC2=O)n1 | 0.7 | 0.1 | 0.7 | -2 | -6 | 0.2 | 0.9 | 0 | -0.9 | 4 | -1.6
COc1cc2c(cc1OC)C1(CCCC1)CNC2c1cccc([N+](=O)[O-])c1 (stereo unspecified) | 2.0 | -0.2 | 0.8 | -2 | 3 | -0.6 | -3.3 | 6 | -2.0 | -1 | -0.8
COc1ccc([N+](=O)[O-])cc1N(CC(O)CN1C(=O)NC(C)(C)C1=O)S(=O)(=O)c1ccccc1 (stereo unspecified) | -0.6 | 0.4 | -0.5 | -1 | -5 | -1.9 | 0.2 | -3 | -1.1 | 1 | -0.6
COC(=O)C(NC(=O)c1ccc(F)cc1)(Nc1nc(C)cs1)C(F)(F)F (stereo unspecified) | -0.2 | 0.3 | 1.3 | -2 | 2 | 0.9 | -1.0 | 1 | 0.3 | 4 | -1.5
